Screening results from PubChem BioAssay.
GLP1R ag = activates the human GLP-1 receptor | P43220 | HEK293 GLP-1R CRE-luciferase, luminescence, 4-6 h; cells express a hypersensitive GLP-1R form | Potency, µM (titrated, usually from 45.6 µM), without a hit: at the top dose activation, actives largely listed as activators | 380,000 compounds, 0.007% hits; further: potency means the concentration at half of the fitted maximal effect; % of control where 0% means no effect
IL-2 act = activates IL-2 in a cell-based reporter assay; IL-2 activation reporter assay, cell-based qHTS; stimulated with anti-CD3/CD4/CD28 beads; in transgenic mouse T cells; activation, % (series mostly up to about 46 µM); 360,000 compounds, 0.065% hits; AID 652025; in the data active means activation above about 50%; inconclusive means mostly about 30% to 49%; further: 0% is about no effect
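Unstimulated transgenic mouse T cells preincubated 60 min with compound, then stimulated with anti-CD3/anti-CD4-coated beads plus anti-CD28 for 18 h at 37 degrees C. IL-2 response read as EGFP and DsRed fluorescence by plate cytometry.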
PI5P4Ka inh = PI5P4K alpha (human) kinase inhibition. P48426. 330,000 compounds, 1.2% hits. PI5P4Kalpha enzyme, ADP-Glo luminescence, 60 min; stronger effect = lower value. AID 652105. max response, %; active means max response of -50% or lower; inconclusive means between -30% and -50%; inactive means -30% or higher; further: value at the top dose of about 77 µM; on the % scale 0 is the no-effect control and ±100 the full control effect
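Enzyme plus substrate dispensed, test compounds pinned in, then ATP (5 microM final) added. After 60 min at RT, ADP-Glo reagent 1 for 45 min and reagent 2 for 30 min preceded luminescence imaging.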
PLK1 PBD inh = blocks phosphopeptide binding to human PLK1 polo-box domain. Plk1 PBD binding of FITC phosphopeptide, fluorescence polarization. Potency, µM, inactives show max response, negative = inhibition, hits mostly inhibitors. 360,000 compounds, 2.8% hits. AID 720504; further: potency means the concentration at half of the fitted maximal effect; series mostly up to about 57 µM; on the % scale 0 is the no-effect control and ±100 the full control effect; nearly all actives have a fitted effect of over 65% in size
GLP-1R inv ag = acts as inverse agonist at human GLP-1 receptor | P43220 | HEK293 GLP-1R CRE-luciferase, luminescence, 24 h; GLP-1R form is constitutively active | Potency, µM (highest dose often 38.3 µM), for the others: at the top dose activity change, negative = inhibition, hits mostly inhibitors | 410,000 compounds, 1.6% hits; further: potency means the concentration at half of the fitted maximal effect; on the % scale 0 is the no-effect control and ±100 the full control effect; nearly all actives have a fitted effect of over 55% in size
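Luminescence readout: a drop in cAMP-driven luciferase signal flags inverse agonism at a constitutively active GLP-1R stably expressed in HEK293. Compound exposure lasted 24 hr at 37 deg C, 5% CO2.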
PTHR1 ag = PTHR1 (human) receptor agonism; 410,000 compounds, 0.075% hits; HEK293 GP2 PTHR1 cells, GloSensor cAMP luminescence, 1 h; Q03431; Potency, µM (top dose mostly 115 µM), for the others: at the top dose activation, actives largely listed as activators; further: potency means the concentration at half of the fitted maximal effect; nearly all actives have a fitted effect of over 55% in size; some results filed as inactive show a strong effect at the top dose; inactives centre near -15; many of its hits are not listed in these tables
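HEK-293-derived GP2 cells expressing PTHR1 and a GloSensor cAMP reporter, 3,000/well, plated overnight, given luciferin plus IBMX (each 0.5 mM as added) for 1 h at 37 °C, then compound for 1 h at 37 °C. Luminescence was read after 15 min at room temperature.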
EPAC1 antag = EPAC1 (human) antagonism | Potency, µM (top dose mostly 115 µM), inactives show at the highest dose activity change, negative = inhibition, hits mostly inhibitors | 360,000 compounds, 0.14% hits | EPAC1 GEF assay, Rap1b-BODIPY-GDP exchange fluorescence | O95398;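 further: potency means the concentration at half of the fitted maximal effect; plate controls were vehicle for no effect and positive control for full effect; nearly all actives have a fitted effect of over 50% in size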
Target sequence (O95398 whole entry, looked up): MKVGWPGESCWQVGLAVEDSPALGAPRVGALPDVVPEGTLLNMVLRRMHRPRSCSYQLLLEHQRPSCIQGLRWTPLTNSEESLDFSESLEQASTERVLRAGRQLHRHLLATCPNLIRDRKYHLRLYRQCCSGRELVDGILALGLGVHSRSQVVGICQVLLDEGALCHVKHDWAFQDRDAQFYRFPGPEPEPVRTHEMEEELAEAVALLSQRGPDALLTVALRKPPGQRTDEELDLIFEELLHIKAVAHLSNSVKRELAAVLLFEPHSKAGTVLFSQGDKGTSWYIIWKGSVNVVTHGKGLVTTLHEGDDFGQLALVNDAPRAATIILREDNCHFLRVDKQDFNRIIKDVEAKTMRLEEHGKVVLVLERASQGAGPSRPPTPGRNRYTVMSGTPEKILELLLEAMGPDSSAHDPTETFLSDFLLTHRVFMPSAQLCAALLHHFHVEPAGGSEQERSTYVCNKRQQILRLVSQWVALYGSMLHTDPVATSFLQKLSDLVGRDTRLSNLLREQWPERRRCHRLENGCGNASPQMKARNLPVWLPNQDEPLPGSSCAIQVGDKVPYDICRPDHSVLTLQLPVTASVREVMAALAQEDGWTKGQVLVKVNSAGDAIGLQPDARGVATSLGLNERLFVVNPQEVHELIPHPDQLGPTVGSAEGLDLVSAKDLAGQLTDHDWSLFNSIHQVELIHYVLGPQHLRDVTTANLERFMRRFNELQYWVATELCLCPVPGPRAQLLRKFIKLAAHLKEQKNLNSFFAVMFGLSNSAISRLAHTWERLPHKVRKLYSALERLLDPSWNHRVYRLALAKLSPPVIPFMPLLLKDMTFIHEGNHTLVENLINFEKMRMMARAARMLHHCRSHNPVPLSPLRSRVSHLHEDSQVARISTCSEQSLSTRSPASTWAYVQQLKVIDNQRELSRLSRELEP
EPAC1 ag = activates human EPAC1 exchange factor | EPAC1 agonist qHTS, biochemical assay; response scale: 100% = response to 6.5 mM cAMP | 360,000 compounds, 0.073% hits | AID 720707 | O95398 | Potency, µM (doses to about 154 µM), for inactives: at the highest dose activation, hits mostly activators; further: potency means the concentration at half of the fitted maximal effect; nearly all actives have a fitted effect of over 60% in size
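Nucleotide exchange assay: 100 nM EPAC1 with 250 nM Rap1B loaded with BODIPY-GDP and 50 uM GDP, room temperature. Fluorescence (480/540 nm) read every 5 min for 30 min; signal change normalized to 6.5 mM cAMP as full agonist.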
GLP1R cytotox = cytotoxicity in counter-screen for GLP-1R inverse agonists | HEK293 cAMP-luciferase reporter cells, luminescence, 24 h | Potency, µM (titrated, usually from 38.3 µM), without a hit: at the top dose activity change, negative = inhibition, hits mostly inhibitors | 410,000 compounds, 0.13% hits;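 further: loss of luciferase light is scored as toxicity; potency means the concentration at half of the fitted maximal effect; on the % scale 0 is the no-effect control and ±100 the full control effect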
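Step one: seed cells (200 cells/uL, DMEM with 10% Nu serum, 1% pen-strep). Step two: 12-hour incubation at 37 deg C. Step three: pin 23 nL compound, incubate 24 hr. Step four: add luciferase reagent, read luminescence 12 min later.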
An asterisk follows results filed as active; i = inactive; ? = inconclusive; / = no result given; [ ] = remark or other dose. Unless noted, the call rests on the fitted dose curve; in most records, active means well fitted curve in the direction sought with a large enough effect; inconclusive means small, poorly fitted or top-dose-only effect, or another doubt; inactive means no such curve, though single readings can be large; an effect the other way counts as inactive or inconclusive. Some of the compounds tested; count on the stated rates, not on these rows.

SMILES	GLP1R ag	IL-2 act	PI5P4Ka inh	PLK1 PBD inh	GLP-1R inv ag	PTHR1 ag	EPAC1 antag	EPAC1 ag	GLP1R cytotox
NCCCn1c(C(=O)c2ccc(Cl)cc2)c2ccc(C(F)(F)F)cc2[n+]1[O-]	-1.1%	0.2	5.8	-0.2%	-21.0%	i	-2.2%	-15.9%	?
Cn1c(N2CCN(C(=O)Nc3ccc(F)cc3)CC2)nc2ccccc21	1.9%	-2.9	/	-3.6%	6.9%	i	-2.0%	7.5%	-23.8%
CCCNS(=O)(=O)c1ccc(OCC(=O)NCC2CCCO2)cc1 (stereo not given)	1.3%	1.0	-0.2	-7.4%	-13.9%	-4.5%	1.2%	7.8%	3.0%
CCC(=O)N(Cc1cc(=O)[nH]c2ccccc12)c1ccc(OC)cc1	1.0%	-0.1	-18.7	0.0%	15.8%	-9.5%	-15.9%	9.5%	-3.8%
Cc1ccc(NS(=O)(=O)c2c(C)[nH]c(C)c2C(=O)N2CCCCC2)cc1C	-4.8%	-2.4	0.4	?	?	-22.5%	-22.9%	13.3%	-2.4%
COc1ccc(NC(=O)Nc2nc3ccccc3s2)cc1	4.2%	-0.5	-4.4	0.8%	?	-19.1%	18.1%	3.1%	-18.5%
Cc1cccc(OCCC(=O)Nc2ccc(N3CCOCC3)cc2N2CCOCC2)c1	15.1%	-0.1	2.1	-2.0%	18.6%	i	-9.9%	2.7%	8.0%
Cc1nc2ccc(NC(=O)N3CCCCC3)cc2s1	-8.5%	-2.2	/	-3.6%	4.5%	-3.5%	-2.4%	-2.4%	-2.7%
O=C(CCC1CCCN(Cc2ccncc2)C1)NCc1ccc(F)c(F)c1 (stereo not given)	7.0%	0.6	-6.2	-4.3%	?	i	-1.7%	1.4%	8.9%
O=S1(=O)CC(N2CCN(CCO)CC2)CN1Cc1cn(Cc2ccc(C(F)(F)F)cc2)nn1 (stereo not given)	-1.7%	-0.3	-1.1	-9.6%	17.9%	i	-0.6%	12.1%	5.2%
CC(/C=N/NC(=O)Cc1cccn1C)=C\c1ccccc1	5.0%	-0.8	-13.6	-9.0%	6.5%	-10.5%	-2.6%	-3.6%	-9.4%
COc1ccc(CNC(=O)c2cc(=O)c3c(C)cc(C)cc3o2)cc1	9.9%	-0.2	9.1	-3.8%	9.0%	i	-17.0%	-8.1%	-8.9%
CC(=O)NCCc1ccc(S(=O)(=O)Nc2cccnc2)cc1	1.1%	2.0	/	0.8%	-4.0%	i	5.0%	-3.5%	4.9%
Cn1c(=O)c2c(nc(N/N=C/c3cccnc3)n2Cc2ccc(F)cc2)n(C)c1=O	6.2%	0.0	-3.1	-7.6%	18.2%	-0.8%	5.1%	3.5%	1.6%
CC(=O)c1sc(N/N=C\c2c(O)ccc3ccccc23)nc1C	11.8%	3.5	-52.9*	23.9%	?	-9.7%	2.1%	11.7%	?
Cc1ccc(OCC(=O)OCC(=O)Nc2sccc2C(N)=O)cc1C	-11.7%	-1.4	-23.4	-8.6%	15.7%	-29.5%	-4.0%	3.9%	-4.4%
COc1ccc(Cc2noc(CN3CCN(c4ccc(Cl)cn4)CC3)n2)cc1OC	0.5%	-0.3	7.4	-6.3%	-26.2%[7.66 µM]	-40.6%	-20.6%	-1.6%	3.2%[7.66 µM]
CCCn1c(SCC(=O)c2c(N)n(C3CC3)c(=O)[nH]c2=O)nc2cc(S(N)(=O)=O)ccc21	-3.9%	0.3	-16.4	0.1%	5.6%	i	10.9%	-3.3%	3.4%
O=C(NNS(=O)(=O)c1ccc(Br)cc1)c1ccncc1	-1.3%	-2.2	/	-3.8%	0.0%	i	3.4%	1.5%	-30.2%
COCc1nnc(SCC(=O)NC(C)c2ccccc2)n1-c1ccccc1 (stereo not given)	-8.9%	-2.1	/	-6.6%	0.0%	-11.5%[57.5 µM]	-3.1%	-10.0%	-10.2%

An excerpt of these results, with values under each structure.
Second line of a record: GLP1R ag | IL-2 act | PI5P4Ka inh | PLK1 PBD inh | GLP-1R inv ag | PTHR1 ag | EPAC1 antag | EPAC1 ag | GLP1R cytotox
- COc1ccc(NC(=O)Nc2nc3ccccc3s2)cc1
 : 4.2% | -0.5 | -4.4 | 0.8% | ? | -19.1% | 18.1% | 3.1% | -18.5%
- NCCCn1c(C(=O)c2ccc(Cl)cc2)c2ccc(C(F)(F)F)cc2[n+]1[O-]
 : -1.1% | 0.2 | 5.8 | -0.2% | -21.0% | i | -2.2% | -15.9% | ?
- Cc1cccc(OCCC(=O)Nc2ccc(N3CCOCC3)cc2N2CCOCC2)c1
 : 15.1% | -0.1 | 2.1 | -2.0% | 18.6% | i | -9.9% | 2.7% | 8.0%
- Cc1ccc(NS(=O)(=O)c2c(C)[nH]c(C)c2C(=O)N2CCCCC2)cc1C
 : -4.8% | -2.4 | 0.4 | ? | ? | -22.5% | -22.9% | 13.3% | -2.4%
- Cc1ccc(OCC(=O)OCC(=O)Nc2sccc2C(N)=O)cc1C
 : -11.7% | -1.4 | -23.4 | -8.6% | 15.7% | -29.5% | -4.0% | 3.9% | -4.4%

Next section
SMILES	GLP1R ag	IL-2 act	PI5P4Ka inh	PLK1 PBD inh	GLP-1R inv ag	PTHR1 ag	EPAC1 antag	EPAC1 ag	GLP1R cytotox
COC(=O)c1ccc(CSc2nnc(N)s2)o1	1.5%	-0.7	1.0	-11.8%	20.5%[7.66 µM]	-9.0%	-26.9%	-0.3%	6.5%[7.66 µM]
COc1cc(-c2[nH]ncc2CN(C)Cc2cc(C)[nH]n2)cc(OC)c1OC	-3.9%	0.0	2.7	-2.0%	17.4%	-12.6%	0.9%	0.7%	4.6%
O=C(CN1C(=O)NC2(CCCC2)C1=O)N1CCN(c2ccccc2O)CC1	5.2%	-0.1	-5.8	-11.9%	7.8%	i	-21.8%	-6.2%	-3.1%
CCCC(C)(C)C(=O)N1CCC1(C)C(=O)NS(=O)(=O)c1ccc(Cl)cc1 (stereo not given)	-5.9%	1.2	6.6	-0.6%	-29.8%	-3.7%	2.4%	-0.1%	3.2%
O=S(Cc1ccccc1)c1ccccc1 (stereo not given)	1.1%	-3.4	-0.6	-0.3%	-10.2%	i	1.3%	-5.1%	-13.2%
Cc1cc(S(=O)(=O)N(C)CCc2ccccc2)ccc1-n1cnnn1	6.1%	-4.0	-3.6	-4.8%	4.9%	i	0.8%	-5.6%	-2.2%
O=C(COc1ccc(S(=O)(=O)N2CCCC2)cc1)NCc1cccnc1	8.3%	-0.6	7.2	1.2%	-19.8%	i	12.7%	-3.9%	-26.4%
O=C(Oc1ccc(Oc2ccccc2)cc1)N1CCC(O)CC1	6.9%	-3.8	4.7	1.9%	-15.6%	-20.9%	-6.3%	-0.5%	-9.5%
CC1c2[nH]c3ccccc3c2CCN1C(=O)Nc1ccccc1 (stereo not given)	-16.1%	2.4	2.1	-8.1%	?	-19.5%	-19.2%	6.6%	7.2%
Cc1ccc(CN2CCN(/N=C/c3cc([N+](=O)[O-])ccc3Cl)CC2)cc1	-14.0%	0.1	-7.3	-2.7%	?	i	-12.1%	1.0%	-2.2%
CCc1cc(=O)[nH]c(SCC(=O)Nc2cc(C)on2)n1	8.2%	1.1	-4.4	4.1%	29.5%	-10.3%	-6.6%	10.6%	3.6%
O=C(CCSCc1ccc(Cl)cc1)NCc1ccco1	3.1%	2.7	1.8	-3.3%	?	-2.2%	-8.7%	3.8%	15.3%
CCN(CC)S(=O)(=O)c1ccc2oc(C(=O)NCCCN3CCOCC3)c(C)c2c1	1.9%	-0.9	/	-3.0%	1.6%	-9.1%[57.5 µM]	-2.8%	-1.3%	10.8%
C=CCOc1ccc(NC(=O)C2CC(=O)N(C(C)C)C2)cc1 (stereo not given)	29.0%	2.8	10.9	-8.3%	-5.3%	-16.5%	-3.0%	-3.6%	2.3%
COc1cc(/C=N/N2CCN(c3ccccc3)CC2)ccc1OC(C)=O	22.0%	-0.4	5.4	-0.8%	14.6%	-10.7%	-18.4%	5.0%	-1.3%
N=c1c(S(=O)(=O)c2ccccc2)cc2c(=O)n3ccccc3nc2n1CCCN1CCOCC1	12.3%	0.0	-0.1	-8.6%	17.8%	-11.5%	10.9%	?	40.9%[activator]
CCNC(=S)N(CCc1ccccc1C)Cc1cc2cc(OC)c(OC)cc2[nH]c1=O	15.2%	1.4	3.3	-6.4%	8.3%	i	7.4%	8.0%	-5.5%
O=C(NCc1ccc(F)cc1)C1CCCN(S(=O)(=O)c2ccc(Br)s2)C1 (stereo not given)	8.8%	0.8	-5.8	4.5%	?	-18.8%	-13.3%	3.3%	5.7%
CC(C)NC(=O)C1(C)CCN1C(=O)c1cccn1C (stereo not given)	-0.9%	0.5	-2.8	-4.5%	18.0%	i	-4.2%	5.6%	-3.7%
CCC(C)C(NC(=O)c1ccccc1)C(=O)Nc1ccc(S(=O)(=O)Nc2cc(C)nc(C)n2)cc1 (stereo not given)	7.9%	0.7	3.0	-16.0%	18.4%	-62.1%[inhibitor]	-22.5%	5.6%	0.8%
COc1cc(C)nc(Oc2ccc(=O)[nH]n2)n1	-9.2%	-3.9	4.9	-1.6%	0.3%	i	-16.8%	11.1%	14.3%
COc1ccc(N2CCN(CC(=O)Nc3ccccc3C(=O)NCc3ccccc3)CC2)cc1	13.5%	-0.2	0.1	-2.7%	?	-34.7%[inhibitor]	-11.3%	7.9%	?
CC(CC(=O)Nc1ccncc1)c1ccccc1 (stereo not given)	-7.0%	-0.3	-0.2	-7.7%	7.6%	i	3.7%	-6.3%	-2.4%
O=C(Nc1nccs1)C1CC=CCC1 (stereo not given)	1.1%	-4.2	-5.7	-13.2%	-11.8%	i	1.9%	-4.9%	14.8%
